Screening data from PubChem.
CAL PDZ FP-1 – human CAL PDZ-peptide interaction inhibition. Q9HD26. purified CAL PDZ, TMR-peptide fluorescence polarization, 1 h. inhibition, % at 20 µM. 330,000 compounds, 0.02% hits. AID 504414;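 active means highest replicate inhibition of at least 40%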;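 further: plate controls were DMSO neutral control wells for no effect and unlabeled competitor peptide control wells for full effect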
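Test system: tagged CAL PDZ domain / Buffer or medium: sodium phosphate/NaCl buffer pH 7.4 with TCEP, IgG, Thesit / Reagent: TMR-labelled reporter peptide T*-PRC34 bound in PDZ groove / Compound dosing: single point, 20 µM / Schedule: 1 h incubation at room temperature before polarization reading / Technique: fluorescence polarization (mP) / Benchmarks: unlabelled peptide, DMSO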
PvdQ inh – blocks Pseudomonas aeruginosa PvdQ acylase activity | purified PvdQ acylase, fluorescence plate reader | inhibition, % at 10 µM | 340,000 compounds, 0.063% hits; in the data active means inhibition above about 30%, passing the limit was not always enough;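 further: 0% = vehicle neutral wells and 100% = reference inhibitor wells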
SR-BI DiI-HDL act – enhances SR-BI lipid uptake from DiI-HDL; CHO ldlA[mSR-BI] cells, DiI-HDL uptake fluorescence, 3 h; 100 = double the neutral-control signal; activation, % at 12.5 µM; 320,000 compounds, 0.096% hits; AID 504775;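 active means mean replicate activation of at least 60% and every replicate at or above 60%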;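 further: 0% = median plate neutral-control signal and 100% = twice that signal; values of inactives mirror those of a sister screen read the other way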
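material = CHO ldlA[mSR-BI] cells | medium = Ham's F12 with 0.5% BSA, HEPES 25 mM, pH 7.4 | reagent = fluorescent DiI-HDL, 10 µg/mL final | compound dosing = single-point compound dose | incubation = 3 h, 37 °C | measured by = bottom-read fluorescence, 550/595 nm | measure = HDL uptake via cellular fluorescence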
SR-BI HDL uptake – inhibitors of mouse SR-BI mediated HDL lipid uptake | inhibition, % at 12.5 µM | ldlA[mSR-BI] CHO cells, DiI-HDL uptake fluorescence, 3 h | 320,000 compounds, 0.96% hits;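 active means mean replicate inhibition of at least 70% and a set share of replicates each scoring 70 or more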;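 further: 0% = median of neutral control wells and 100% = median of positive control wells; values of inactives mirror those of a sister screen read the other way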
dFosB activator – mouse delta FosB homodimer activation | P13346 | purified delta FosB, TAMRA-CDK5 oligo fluorescence polarization; percent of positive-control signal above neutral wells | activation, % at 25 µM | 340,000 compounds, 0.99% hits;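 active means mean activation above about 17%, with every replicate also reaching it, limit read from the data, passing the limit was not always enough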;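 further: fluorescence polarization rise as delta FosB binds a TAMRA Cdk5 AP-1 oligo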
Target sequence (P13346 whole entry, looked up): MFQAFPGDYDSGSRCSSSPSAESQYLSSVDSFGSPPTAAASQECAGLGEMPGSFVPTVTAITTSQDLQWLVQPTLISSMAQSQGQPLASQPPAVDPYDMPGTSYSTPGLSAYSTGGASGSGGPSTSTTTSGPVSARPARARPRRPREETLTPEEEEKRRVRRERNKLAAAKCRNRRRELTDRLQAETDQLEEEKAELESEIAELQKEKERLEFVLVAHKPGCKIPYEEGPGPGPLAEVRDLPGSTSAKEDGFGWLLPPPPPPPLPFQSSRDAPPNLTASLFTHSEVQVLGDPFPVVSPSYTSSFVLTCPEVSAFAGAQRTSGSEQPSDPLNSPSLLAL
Rtt109 HAT inh – inhibitors of Candida albicans Rtt109/Vps75 histone acetyltransferase | Q5AAJ8 | purified Rtt109/Vps75, ThioGlo CoA-SH fluorescence, 4 h | inhibition, % at 34.9 µM | 330,000 compounds, 0.16% hits | AID 540336;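 active means inhibition of at least 50% in every replicate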
Target sequence (Q5AAJ8 whole entry, looked up): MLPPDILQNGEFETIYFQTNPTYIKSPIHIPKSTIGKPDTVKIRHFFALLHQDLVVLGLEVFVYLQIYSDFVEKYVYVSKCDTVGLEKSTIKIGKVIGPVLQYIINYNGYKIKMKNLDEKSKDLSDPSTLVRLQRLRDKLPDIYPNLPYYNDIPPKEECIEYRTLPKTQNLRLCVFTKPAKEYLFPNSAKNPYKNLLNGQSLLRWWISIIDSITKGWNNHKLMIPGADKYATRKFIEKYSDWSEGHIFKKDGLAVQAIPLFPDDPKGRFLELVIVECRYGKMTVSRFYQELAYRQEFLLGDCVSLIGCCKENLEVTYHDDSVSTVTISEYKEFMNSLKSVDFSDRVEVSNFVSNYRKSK
PfHsp90 yeast 2 – inhibits growth of yeast expressing Plasmodium falciparum Hsp90; S. cerevisiae expressing PfHsp90, BacTiter-Glo ATP, 48 h; yeast lacking PDR1 and PDR3 efflux regulators; inhibition, % at 9.4 µM; 310,000 compounds, 0.32% hits;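 active means every replicate shows inhibition above about 80%, whatever the replicate mean, limit read from the data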;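 further: 0% = DMSO neutral controls and 100% = 20 µM radicicol positive controls; yeast relying on Plasmodium falciparum Hsp90 in place of its own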
MITF act – increases MITF-driven TRPM1 promoter luciferase signal; 300,000 compounds, 0.75% hits; SK-MEL-5 TRPM1-promoter luciferase, 24 h; % of positive control, neutral wells = 0; activation, % at 12.5 µM; AID 588334;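 active means mean activation of at least 80% with every replicate also reaching 80%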;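 further: 0% = neutral control wells and 100% = parthenolide positive control wells; values of inactives mirror those of a sister screen read the other way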
CAL PDZ FP-2 – CAL PDZ (human) peptide binding inhibition; Q9HD26; purified CAL PDZ, TMR-peptide fluorescence polarization, 1 h; inhibition, % at 24.9 µM; 300,000 compounds, 0.92% hits; AID 602252;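 active means mean inhibition of at least 30% with at least half of replicates also reaching 30%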;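 further: 0% = DMSO neutral control and 100% = excess unlabeled competitor peptide PRC23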
NSD2 inh – inhibitors of human histone methyltransferase NSD2; inhibition, % at 12.5 µM; NSD2 peptide methylation, AlphaScreen, 120 min; 310,000 compounds, 0.54% hits; O96028; in the data active means inhibition above about 50%
Starred values were filed as active, the others as inactive; · = no result given. Outcome played no part in choosing rows, and some 4.3% of all compounds hit somewhere here.

The opening two compounds, ahead of the listing:
cpd	CAL PDZ FP-1	PvdQ inh	SR-BI DiI-HDL act	SR-BI HDL uptake	dFosB activator	Rtt109 HAT inh	PfHsp90 yeast 2	MITF act	CAL PDZ FP-2	NSD2 inh	Molecule
1	0.2	-16	3	-3	-2	9	0	-16	-4	0	Cc1cc(Nc2cccc(C(F)(F)F)c2)n2nc(C)nc2n1
2	0.9	2	-15	15	-2	10	-14	-7	4	-3	O=C(CN1CCCCC1)Nc1ccc(S(=O)(=O)N2CCCCCC2)cc1

The listing, repeating the preview:
cpd	CAL PDZ FP-1	PvdQ inh	SR-BI DiI-HDL act	SR-BI HDL uptake	dFosB activator	Rtt109 HAT inh	PfHsp90 yeast 2	MITF act	CAL PDZ FP-2	NSD2 inh	Molecule
1	0.2	-16	3	-3	-2	9	0	-16	-4	0	Cc1cc(Nc2cccc(C(F)(F)F)c2)n2nc(C)nc2n1
2	0.9	2	-15	15	-2	10	-14	-7	4	-3	O=C(CN1CCCCC1)Nc1ccc(S(=O)(=O)N2CCCCCC2)cc1
3	-1.6	-12	-1	1	40*	-7	5	2	4	-2	O=C(Nc1ccc(Br)cc1)c1cc(S(=O)(=O)Nc2ccccn2)ccc1Cl
4	-3.5	-10	13	-13	4	1	7	·	0	-3	COc1ccccc1C(=O)CSc1n[nH]c(N)n1
5	·	-4	-3	3	2	13	-11	-10	-7	-2	O=C(O)c1ccc(OC(F)(F)C(F)C(F)(F)F)cc1 (stereo unspecified)
6	-2.6	5	-17	17	-4	-5	-10	-29	-2	-2	CCN(c1ccccc1)S(=O)(=O)c1cc(C(=O)Nc2ccc(Br)cc2)ccc1F
7	-2.4	3	32	-32	-2	1	·	-8	·	0	O=S(=O)(NCc1cccnc1)c1cc(Cl)ccc1Cl
8	-0.1	-3	14	-14	-4	3	-7	-6	1	16	Cc1nn(CCc2nn[nH]n2)c2nc(C(F)(F)F)cc(C(F)(F)F)c12

Reprinted at random: 3 compounds from above
cpd	CAL PDZ FP-1	PvdQ inh	SR-BI DiI-HDL act	SR-BI HDL uptake	dFosB activator	Rtt109 HAT inh	PfHsp90 yeast 2	MITF act	CAL PDZ FP-2	NSD2 inh	Molecule
2	0.9	2	-15	15	-2	10	-14	-7	4	-3	O=C(CN1CCCCC1)Nc1ccc(S(=O)(=O)N2CCCCCC2)cc1
5	·	-4	-3	3	2	13	-11	-10	-7	-2	O=C(O)c1ccc(OC(F)(F)C(F)C(F)(F)F)cc1 (stereo unspecified)
3	-1.6	-12	-1	1	40*	-7	5	2	4	-2	O=C(Nc1ccc(Br)cc1)c1cc(S(=O)(=O)Nc2ccccn2)ccc1Cl

Three compounds out of the list above, arranged by their value in PfHsp90 yeast 2, low to high:
| cpd | SMILES | CAL PDZ FP-1 | PvdQ inh | SR-BI DiI-HDL act | SR-BI HDL uptake | dFosB activator | Rtt109 HAT inh | PfHsp90 yeast 2 | MITF act | CAL PDZ FP-2 | NSD2 inh |
| --- | --- | --- | --- | --- | --- | --- | --- | --- | --- | --- | --- |
| 6 | CCN(c1ccccc1)S(=O)(=O)c1cc(C(=O)Nc2ccc(Br)cc2)ccc1F | -2.6 | 5 | -17 | 17 | -4 | -5 | -10 | -29 | -2 | -2 |
| 1 | Cc1cc(Nc2cccc(C(F)(F)F)c2)n2nc(C)nc2n1 | 0.2 | -16 | 3 | -3 | -2 | 9 | 0 | -16 | -4 | 0 |
| 3 | O=C(Nc1ccc(Br)cc1)c1cc(S(=O)(=O)Nc2ccccn2)ccc1Cl | -1.6 | -12 | -1 | 1 | 40* | -7 | 5 | 2 | 4 | -2 |

New compounds follow
cpd	CAL PDZ FP-1	PvdQ inh	SR-BI DiI-HDL act	SR-BI HDL uptake	dFosB activator	Rtt109 HAT inh	PfHsp90 yeast 2	MITF act	CAL PDZ FP-2	NSD2 inh	Molecule
9	·	-11	4	-4	4	6	-59	18	6	0	O=C(CNS(=O)(=O)c1ccc(F)cc1)N1CCCCCC1
10	-0.8	-12	19	-19	-3	-4	-11	-9	-3	·	Cn1c(=O)oc2cc(S(=O)(=O)NCCN3CCN(c4ccccc4F)CC3)ccc21
11	-1.4	-7	2	-2	9	3	2	-4	9	-3	Cc1ccc(C(=O)NCC(=O)OCC(=O)/C=C2\N(C)c3ccccc3C2(C)C)cc1C
12	-0.2	7	-13	13	-6	-1	14	31	-3	2	Cc1ccc(C(=O)Nc2ncccc2O)o1
13	0.9	-12	-2	2	-4	-6	-7	4	-9	-4	COc1ccc(CNc2nc3nc(C)c(Cl)c(=O)n3[nH]2)cc1OC
14	-0.1	-15	3	-3	8	6	-25	21	0	-1	C/C(=N\NC(=O)c1ccc2c(c1)OCO2)c1ccc(NS(C)(=O)=O)cc1
15	-2.8	-9	-3	3	-9	1	-17	2	-6	-1	CCOC(=O)c1c(NC(=O)CN2C(=O)NC3(CCC(C)CC3)C2=O)sc(C(=O)N(C)C)c1C (stereo unspecified)
16	-2.0	4	11	-11	-1	2	·	-18	-6	2	CC(=O)c1ccc(S(=O)(=O)Nc2cccc(-c3cn4c(n3)SCC4)c2)cc1
17	0.4	12	0	0	0	3	-14	-12	-8	14	N#Cc1c(SCc2cccc(Cl)c2)sc(C(=O)c2ccccc2)c1N
18	-1.7	-10	-61	61	-9	·	-9	-9	-4	4	CCOc1ccc(N2C(=O)/C(=C/c3ccccc3OCC(=O)OC)N(CC(=O)OC)C2=S)cc1
19	0.3	-5	-2	2	-11	-1	-16	9	0	0	COc1ccc(NC(=O)Nc2cc(C(=O)O)ccc2N2CC3CC(C2)c2cccc(=O)n2C3)c(OC)c1 (stereo unspecified)
20	-4.4	-3	-2	2	-259	1	1	-98	-7	·	CCN1CCN(Cc2ccc(NC(=O)c3cc(NC(=O)c4cc(-c5ccc(OC)cc5)n[nH]4)cc(OC)c3)cc2C(F)(F)F)CC1
21	-3.3	-1	-6	6	-1	-2	-3	3	-4	1	COc1ccc(CNC(=O)C2CCN(S(=O)(=O)c3ccc4c(c3)NC(=O)CO4)CC2)cc1
22	-2.1	-6	-81	81*	-13	6	6	-7	-3	-4	Cc1sc2ncnc(N3CCC(C(=O)NNC(=O)COc4ccc(Br)cc4)CC3)c2c1C
23	-0.7	-13	-8	8	-8	3	-19	-18	·	-1	CCN(CC)S(=O)(=O)c1cc(NC(=O)C2CC(=O)N(Cc3ccccc3)C2)ccc1Cl (stereo unspecified)
